Assay outcomes from PubChem BioAssay.
Shn3 inh set2 – inhibitors of Schnurri-3 3'UTR reporter in osteoblasts. actives 0.52% (n = 360,000). inhibition, % at 12.5 µM. Clone20 osteoblast Shn3 3'UTR firefly luciferase, 24 h;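 active means mean inhibition of at least 75% with every replicate also reaching 75%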;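 further: 0% = median of neutral control wells and 100% = pilot-screen positive control compound; some compounds past the cut are filed as inactive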
CF NFkB inh – cystic fibrosis NF-kB activation inhibition | AID 588850 | inhibition, % at 5 µM | KKLEB NF-kB-GFP reporter, PAF-induced, GFP fluorescence overnight | actives 0.86% (n = 360,000);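 active means at least 50% inhibition at 5 µM, scaled per plate between neutral and stimulator controls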;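 further: PAF is a Pseudomonas aeruginosa culture filtrate used as stimulus; plate controls were PAF-stimulated DMSO wells for no effect and unstimulated DMSO wells for full effect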
MITF TRPM1 inh – inhibitors of MITF-driven TRPM1 promoter in melanoma cells. actives 0.83% (n = 330,000). inhibition, % at 12.5 µM. SK-MEL-5 TRPM1 promoter luciferase, 24 h;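 active means mean inhibition across replicates of 60% or more, whatever share of single replicates reaches that level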; further: values of inactives mirror those of a sister screen read the other way
NR2E3 ag-1 – human photoreceptor-specific nuclear receptor agonism; Q9Y5X4; CHO-S Gal4-NCOR/VP16-NR2E3 two-hybrid, luciferase; inhibition of corepressor binding, % at 3.98 µM; actives 0.35% (n = 360,000); AID 602229;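 active means inhibition above the mean of all tested compounds plus 3 SD, cut at about 70% in these data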;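 further: 0% = DMSO with NR2E3 transfected cells and 100% = cells lacking NR2E3 construct; higher means lower luciferase signal from less NR2E3 corepressor binding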
Target sequence (Q9Y5X4 whole entry, looked up, the tested form may be a part): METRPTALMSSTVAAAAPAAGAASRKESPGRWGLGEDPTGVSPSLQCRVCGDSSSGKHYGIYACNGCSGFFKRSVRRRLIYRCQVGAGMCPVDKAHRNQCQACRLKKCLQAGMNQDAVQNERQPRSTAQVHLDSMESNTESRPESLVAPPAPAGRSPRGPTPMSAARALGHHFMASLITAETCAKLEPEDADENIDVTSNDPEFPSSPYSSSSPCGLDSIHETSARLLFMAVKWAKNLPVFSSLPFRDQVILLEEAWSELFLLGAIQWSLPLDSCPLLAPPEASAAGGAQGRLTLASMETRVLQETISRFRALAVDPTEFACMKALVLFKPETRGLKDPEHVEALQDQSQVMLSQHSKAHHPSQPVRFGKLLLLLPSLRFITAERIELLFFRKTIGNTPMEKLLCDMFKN
hiPSC survival – enhancers of human iPSC single-cell survival; actives 0.044% (n = 360,000); hiPSC single-cell survival, ATPlite luminescence; 100% = ROCK inhibitor wells, 0% = DMSO; survival enhancement, % at 20 µM; in the data active means survival enhancement above about 18%;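 further: cells exposed to compounds for 16 hours before the ATP read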
Peg3 promoter – Peg3 promoter activity inhibition. HeLa PEG-Prom luciferase reporter, luminescence, overnight. inhibition, % at 20 µM. actives 1.7% (n = 360,000);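 active means inhibition of at least 50% at 20 µM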
C8 TRAIL sens – sensitizes caspase-8 expressing cells to TRAIL; AID 624354; NB7+C8 cells + TRAIL, ATPlite viability luminescence; actives 1% (n = 360,000); inhibition (viability loss, TRAIL sensitization), % at 10 µM;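 active means compounds causing at least 50% loss of cell viability in the single-dose screen, relative to plate controls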
HIF-2a inh – inhibitors of HIF-2a | 786-0 RCC cells HIF-2a reporter, luciferase luminescence, overnight | inhibition, % at 18.8 µM | actives 0.72% (n = 360,000) | AID 624352;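 active means inhibition of the luminescence signal of 40% or more relative to plate controls, in a single-dose primary screen at 18.75 µM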
NR2E3 ag-2 – activates human photoreceptor nuclear receptor NR2E3; inhibition of corepressor binding, % at 4.78 µM; Q9Y5X4; GST-NR2E3/biotin-RetCOR TR-FRET, 1536-well; actives 0.12% (n = 320,000); AID 2300;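 active means percent inhibition above the cutoff of mean plus 3 SD of all tested compounds, set per screening campaign, cut at about 20% in these data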;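 further: 0% = DMSO wells and 100% = biotin wells as full block of FRET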
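Material: NR2E3–RetCOR corepressor complex / Amount: 1.35 nM GST-NR2E3 / Medium: Tris pH 7.5 / Compound: single nominal compound dose of 4.8 µM / Incubation: 5 h at 4 °C / Technique: TR-FRET, Eu(K)-anti-GST donor, streptavidin-D2 acceptor, ex 340, em 617/671 nm / Read-out basis: percent loss of FRET ratio relative to control wells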
KKLEB tox – reduces viability of KKLEB cystic fibrosis airway cells. KKLEB CF airway cells viability, ATPlite luminescence, overnight; hits give low values; cells stimulated with P. aeruginosa culture filtrate. activity change (cytotoxicity), % at 5 µM. actives 0.36% (n = 360,000);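 active means corrected activity change at or below -50% at 5 µM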
LMP1 NFkB inh – inhibitors of Epstein-Barr LMP1-induced NF-kappaB reporter; LMP1-induced NF-kappaB luciferase reporter cells, luminescence; actives 0.69% (n = 350,000); inhibition, % at 12.5 µM; in the data active means inhibition above about 41%;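 further: 0% = neutral control wells and 100% = reference inhibitor control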
Numbers without * were called inactive; x = not tested or not shown; & = joins results of further samples. The list is partial, so the mix of outcomes need not match the whole.

SMILES	Shn3 inh set2	CF NFkB inh	MITF TRPM1 inh	NR2E3 ag-1	hiPSC survival	Peg3 promoter	C8 TRAIL sens	HIF-2a inh	NR2E3 ag-2	KKLEB tox	LMP1 NFkB inh
O=C(NCCCN1CCN(CCCNC(=O)c2ccc(F)cc2)CC1)c1ccc(F)cc1	6	-9	7	-2	-3.6	0	-12	9	3	4	-5
O=S(=O)(CC=CCS(=O)(=O)c1ccccc1)c1ccccc1	-3	3	-3	-21	4.2	4	-6	2	x	-21	36
COc1nc(OCCNC(C)=O)nc(N(C)C)n1	-3	10	-5	-28	-1.7	-14	-15	-3	2	-3	-2
Cc1cc2c3nonc3ccc2n1C	-6	1	-4	5	3.5	-24	-14	2	2	0	10
COc1ccc(/C=N/NC(=O)c2cccc([N+](=O)[O-])c2)cc1OS(=O)(=O)c1ccc(C)cc1	-12	-16	15	-14	3.2	22	8	18	2	2	-5
COc1cccc(Nc2cc(C)nc3nc(C)nn23)c1	4	5	x	10	0.0	-6	-8	3	0	12	-2
Clc1ccc(C2=Nn3c(nnc3-c3cc(-c4ccccc4)n[nH]3)SC2)cc1	35	4	-20	-12	-1.5	26	-5	4	-1	-17	25
CCCCSc1nc2c(cnn2-c2ccccc2)c(=O)n1N	-37	-17	-49	-125	-0.7	-286	12	-211	3	-1	-5
Cc1ccc2c(c1)c1c(n2CC(O)CN2CCCCC2C)CCCC1 (centres undefined)	9	3	-22	11	0.2	-4	-12	2	1	3	5
Cc1ccc(C#N)c(SCc2ccccc2F)n1	x	8	x	-11	0.2	-4	11	-17	0	-13	x
O=C(N/N=C\c1ccc(COc2ccc([N+](=O)[O-])cc2)o1)c1cccc(Cl)c1	12	-9	-2	-24	1.0	23	17	17	-1	-16	-24
Cc1ccc(S(=O)(=O)Oc2ccc3c(c2)O/C(=C\c2cccnc2)C3=O)cc1	11	0	1	-5	0.2	34	15	-1	0	4	7
CCOc1ccc(-c2cc(CCCC(=O)NCc3cccnc3)no2)cc1	-13	5	x	21	-2.8	-263	-14	-141	0	-2	-29
CC(=O)Nc1cccc(NC(=O)CSc2nnc(NC(=O)c3ccco3)s2)c1	8	-1	-11	-31	0.8	14	10	7	1	4	7
O=C(CNc1ccccc1)N/N=C/c1cn(-c2ccccc2)nc1-c1ccccc1	8	1	-12	2	1.1	7	-8	4	-5	15	-8
Cc1c(C(=O)NN2CCOCC2)oc2c1ccc1ccccc12	-7	-13	-1	-10	-0.9	-10	-1	-15	-1	13	11
CCNC(=S)NC1CC2CCCC(C1)N2Cc1ccc(C)cc1 (centres undefined)	-2	-14	13	13	1.6	11	-12	14	-2	-16	-4
NS(=O)(=O)c1ccc(CNC(=O)CCS(=O)(=O)Cc2ccccc2)cc1	21	23	9	2	0.3	4	-19	10	4	-4	2
COc1ccc(Cc2nnc(NC(=O)Nc3ccc(F)cc3)s2)cc1	2	-6	1	8	-0.2	9	-13	13	-2	7	7
O=C(Nc1cccnc1Cl)C1CCCN(c2ncnc3c2nc2n3CCCCC2)C1 (centres undefined)	13	2	2	18	-0.4	18	0	11	3	-4	10
CCOc1cc(/C=C2/NC(=O)N(CC(=O)Nc3cccc(C)c3)C2=O)ccc1O	20	-14	12	17	-0.4	17	13	12	-1	-6	-67
CN(C)/C(=N\S(=O)(=O)c1ccccc1)c1ccc(F)cc1	10	12	14	-6	0.2	15	-14	26	0	12	1
CCCCn1c(N)c(N(CC(C)C)C(=O)C2CCN(c3ncnc4sc(C)c(C)c34)CC2)c(=O)[nH]c1=O	17	10	-4	-26	1.1	-2	-4	12	1	-8	3
CCC(C)Sc1cccc(-c2nc3cc(C)ccn3c2NCc2ccccc2)c1 (centres undefined)	-9	20	-25	-17&-30	0.2&-3.5	-9	5&-9	-117&-121	1	3	1
C=CCNC(=O)C1CC1(c1ccccc1)c1ccccc1 (centres undefined)	-6	9	-9	-23	-1.1	11	14	18	2	12	-2
Further structures follow:
SMILES	Shn3 inh set2	CF NFkB inh	MITF TRPM1 inh	NR2E3 ag-1	hiPSC survival	Peg3 promoter	C8 TRAIL sens	HIF-2a inh	NR2E3 ag-2	KKLEB tox	LMP1 NFkB inh
OCCN(CC#CC(O)(c1ccccc1)c1cccc(F)c1)CCO (centres undefined)	4	13	-9	14	1.0	7	15	14	0	-3	-3
CC(C)CCNC(=O)Cc1csc(-c2ccccc2)n1	-3	-4	4	12	0.5	-2	8	-15	0	2	-2
O=C(O)CN=C1CC(c2ccccc2)CC(=O)/C1=C(/O)CCCN1C(=O)c2ccccc2C1=O (centres undefined)	-7	-12	3	-11	-0.3	22	5	19	1	-6	4
CC(C)n1c(SCC(=O)Nc2ccc(N3CCOCC3)cc2)nnc1-c1ccco1	1	-9	-2	-2	0.9	-4	6	-16	1	6	-4
O=C(Nc1ccc(F)cc1)c1ccc(-n2cncn2)c([N+](=O)[O-])c1	14	-6	6	-8	-2.5	-13	5	-10	-1	6	3
Cc1ccc(CCNC(=O)C2CCCN(S(=O)(=O)c3cccs3)C2)cc1 (centres undefined)	9	8	3	6	-1.7	22	-17	13	3	11	0
CCOC(=O)c1nnc(-c2ccccc2)nc1N1CCSCC1	-10	12	-6	-17	-0.3	-7	4	2	4	-8	0
O=C(NCc1ccco1)c1cc2sccc2n1Cc1ccccc1	9	10	-17	1	-2.9	-10	-2	-44	4	-3	6
CCOC(=O)COc1coc(CN2CCN(c3cccc(Cl)c3)CC2)cc1=O	9	-4	-26	1	-0.2	6	-9	2	1	-2	-6
COC(=O)c1cc(NS(=O)(=O)c2ccc(NCc3cccnc3)c([N+](=O)[O-])c2)cc(C(=O)OC)c1	2	-22	14	1	0.3	13	-5	19	0	7	-4
O=S(=O)(c1ccc(F)c(F)c1)N1CCN(c2ncccn2)CC1	2	-7	-6	2	2.6	16	-1	8	2	3	6
CC1=CC2(C)NC(=O)C(C)C12 (centres undefined)	-12	14	x	-5	-1.4	-10	1	-3	x	9	-5
COc1ccccc1CNC(=O)c1ccc(OCC2CCCO2)cc1 (centres undefined)	-5	-16	-4	0	1.8	0	5	-20	-1	6	36
CCCCNCc1cc2ccccc2o1	-6	-12	-6	2	-0.7	-3	-7	10	-2	3	4
CC(C)(C)c1ccc(C(=O)NCC(=O)OCN2C(=O)c3ccccc3C2=O)cc1	-1	7	1	-1	5.0	-12	-5	-5	-1	-6	-3
S=C(NCc1ccccc1)N1CCN(Cc2ccc3c(c2)OCO3)CC1	-8	1	-3	24	-0.6	4	-2	10	0	14	-1
CC(=O)c1cc2c(cc1NC(=O)c1ccc(-n3nc(C)cc3C)cc1)OCO2	x	-15	11	15	2.8	-1	-2	-18	x	10	12
O=C(Nc1ccc(F)cc1)N(CCCN1CCOCC1)Cc1cc2cc3c(cc2[nH]c1=O)OCO3	-25	-10	0	-9	-2.8	4	-19	-2	0	4	-8
CC(C)C(NC(=O)c1ccccc1)C(=O)OCn1nnc2ccccc2c1=O (centres undefined)	7	-5	5	14	2.0	2	-11	1	0	10	-2
O=C(CN1C(=O)/C(=C2\SC(=S)N(C3CCS(=O)(=O)C3)C2=O)c2ccccc21)Nc1ccc(F)cc1 (centres undefined)	-41	26	26	-34	-0.2	26	5	15	-3	-10	2
CCOC(=O)C(C)On1c(-n2nc(C)cc2C)nc2ccccc2c1=O (centres undefined)	6	-10	-2	-7	-0.2	3	10	-30	0	6	-4
CCOC(=O)Cc1csc(NC(=O)CSc2ccc(Br)cc2)n1	-15	-16	-5	-10	-0.9	3	7	2	-3	-7	0
COc1cc(C2/C(=C(\O)c3cc(C)ccc3C)C(=O)C(=O)N2CCN(C)C)ccc1O (centres undefined)	-17	13	0	-12	-0.1	3	12	13	-1	-6	-1
COC(=O)c1ccc(CSc2nc3sc4c(c3c(=O)n2C)CCCC4)o1	5	-12	-10	-1	0.7	-14	9	-39	-1	-4	2
Cc1cc(C)c(C)c(S(=O)(=O)N2CCC(C(=O)NCCCN3CCOCC3)CC2)c1C	-8	-8	2	5	4.9	3	9	1	0	8	-12
Cc1ccc(SCCNC(=O)C(C)C)cc1	-26	8	-4	-4	2.2	-3	17	-9	-1	-19	1
COc1ccc(/C=N/NC(=O)c2ccc(Cl)cc2)cc1COC(C)=O	-2	6	8	7	3.0	9	4	13	2	3	-7
